Screening data as filed in PubChem BioAssay.
NR3A LBD binder: modulates the human NR3A ligand-binding domain | NR3A LBD differential scanning fluorimetry, Tm shift; 0% = protein alone, 100% = glycine-bound protein | Tm shift relative to glycine control, % at 25 µM | 2.5% of 340,000 active;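 active = melting temperature shift of at least 10% of the positive control shift, at one fixed dose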
MPTP block: inhibitors of mitochondrial permeability transition pore | inhibition, % at 10 µM | isolated mouse mitochondria, Ca2+ swelling absorbance, 30 min | 1.4% of 360,000 active;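 active = inhibition of 50% or more, scaled per plate between neutral and stimulator controls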;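 note: 0% = DMSO wells given calcium and 100% = 1 mM EGTA wells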
A3A deaminase: human APOBEC3A DNA deaminase inhibition; P31941; recombinant A3A, FAM/TAMRA ssDNA deamination fluorescence; inhibition, % at 20 µM; 0.41% of 330,000 active;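 active = at least 40% inhibition at 20 µM here, with at most 30% in a related deaminase screen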;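 note: plate controls were A3A with DMSO for no effect and wells lacking A3A enzyme for full effect; some results filed as inactive read as strong as hits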
EBI2 antag: EBI2 (human) antagonism; inhibition, % at 5 µM; EBI2 beta-arrestin recruitment, luminescence, 7a,25-OHC stimulated; P32249; 0.81% of 360,000 active; in the data active = inhibition above about 38%;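 note: enzyme fragment complementation signal reports receptor beta-arrestin coupling in cells; 0% = agonist plus DMSO wells and 100% = wells without agonist; some results beyond the cut were filed as inactive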
Target sequence (P32249 whole entry, looked up, the tested form may be a part): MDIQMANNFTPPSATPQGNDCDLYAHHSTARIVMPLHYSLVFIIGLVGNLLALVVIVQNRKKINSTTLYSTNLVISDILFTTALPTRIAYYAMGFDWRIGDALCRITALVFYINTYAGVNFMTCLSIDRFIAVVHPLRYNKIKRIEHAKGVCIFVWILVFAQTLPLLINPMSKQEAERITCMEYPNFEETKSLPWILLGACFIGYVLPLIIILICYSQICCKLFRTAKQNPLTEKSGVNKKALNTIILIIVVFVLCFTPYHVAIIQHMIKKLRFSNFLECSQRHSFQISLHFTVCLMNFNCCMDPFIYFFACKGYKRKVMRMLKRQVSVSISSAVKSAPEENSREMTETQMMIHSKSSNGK
Gli-Sufu block: blocks Gli-Sufu signaling in a luciferase reporter. 0.74% of 340,000 active. inhibition, % at 5 µM. Sufu-KO-LIGHT fibroblasts, Gli luciferase reporter luminescence;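 active = inhibition above about 55%, limit read from the data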;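 note: 0% = DMSO-treated cells and 100% = wells with medium but no cells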
CXCR6 inh: inhibitors of human CXCR6 receptor; O00574; CHO-K1 PathHunter CXCR6 beta-arrestin, luminescence; inhibition, % at 20 µM; 0.36% of 360,000 active; AID 602244; in the data active = inhibition above about 34%, passing the limit was not always enough;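 note: antagonist mode with CXCL16 agonist at 10 nM final; 0% = 10 nM CXCL16 with DMSO and 100% = unstimulated wells without agonist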
Target sequence (O00574 whole entry, looked up): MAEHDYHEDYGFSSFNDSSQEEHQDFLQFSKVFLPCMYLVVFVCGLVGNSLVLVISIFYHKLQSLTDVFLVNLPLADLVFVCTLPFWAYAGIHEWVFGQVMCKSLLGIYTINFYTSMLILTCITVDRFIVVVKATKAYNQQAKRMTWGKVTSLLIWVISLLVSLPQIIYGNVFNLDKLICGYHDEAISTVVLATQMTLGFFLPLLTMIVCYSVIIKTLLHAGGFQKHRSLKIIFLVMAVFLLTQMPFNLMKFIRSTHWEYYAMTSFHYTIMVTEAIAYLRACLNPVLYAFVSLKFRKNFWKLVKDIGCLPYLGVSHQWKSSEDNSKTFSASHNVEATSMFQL
CCR6 antag: antagonists of human CCR6 receptor; AID 493098; CHO-K1 CCR6 PathHunter beta-arrestin, luminescence, CCL20-stimulated; P51684; inhibition, % at 20 µM; 0.49% of 340,000 active;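 active = compounds whose inhibition of the agonist-driven luminescence signal at 20 µM reaches about 50%, limit read from the data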;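 note: cells stimulated with CCL20 at 14 nM final; plate controls were DMSO with CCL20 for no effect and DMSO without agonist for full effect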
Target sequence (P51684 whole entry, looked up): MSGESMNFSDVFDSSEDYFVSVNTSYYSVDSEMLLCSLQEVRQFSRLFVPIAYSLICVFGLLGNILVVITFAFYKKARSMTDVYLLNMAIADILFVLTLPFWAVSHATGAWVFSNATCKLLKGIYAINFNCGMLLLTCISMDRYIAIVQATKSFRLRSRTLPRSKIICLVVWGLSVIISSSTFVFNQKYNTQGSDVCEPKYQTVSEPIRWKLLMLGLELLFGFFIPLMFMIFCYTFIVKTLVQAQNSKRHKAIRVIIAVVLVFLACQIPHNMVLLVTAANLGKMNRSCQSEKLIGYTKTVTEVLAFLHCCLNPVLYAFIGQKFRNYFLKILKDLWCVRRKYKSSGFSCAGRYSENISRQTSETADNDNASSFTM
A3G deaminase: blocks human APOBEC3G single-stranded DNA deamination; Q9HC16; recombinant A3G, ssDNA deamination FAM/TAMRA fluorescence; inhibition, % at 20 µM; 0.28% of 330,000 active; AID 493012;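 active = inhibition of at least 40% at 20 µM, with no more than 30% in the related APOBEC3A deaminase screen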;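 note: plate controls were DMSO wells with A3G for no effect and wells lacking A3G enzyme for full effect; some compounds called inactive have numbers as strong as hits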
Numbers without * were called inactive; nt = not tested or not shown.

SMILES	NR3A LBD binder	MPTP block	A3A deaminase	EBI2 antag	Gli-Sufu block	CXCR6 inh	CCR6 antag	A3G deaminase
OC(COc1ccccc1)CN1CCN(Cc2ccc3c(c2)OCO3)CC1 (centres undefined)	-0.5	-2.1	-3.2	7.4	0.8	-2.5	7.8	-3.3
Cc1c(C)n(CC(O)CN2CCOCC2)c2ccccc12 (centres undefined)	-2.5	1.0	-3.3	-8.3	-2.8	7.2	-3.5	-6.0
Cc1ccc(CNC(=O)C2CC(c3ccc(C(F)(F)F)cc3)=NO2)o1 (centres undefined)	1.4	-0.4	-0.2	-22.6	0.8	-12.1	-0.3	17.9
O=S(=O)(NCc1ccccc1)c1ccc(F)cc1Br	0.9	2.3	-5.4	4.9	-4.6	3.8	9.7	-11.6
COc1ccc(S(=O)(=O)Nc2ccccc2OC)cc1NC(=O)Cc1cccs1	-2.6	2.6	6.6	-6.0	1.2	-1.3	5.8	-3.6
O=C(/C=C/c1ccco1)N(Cc1ccc(Cl)cc1)C1CCS(=O)(=O)C1 (centres undefined)	-0.2	3.5	-3.5	-6.3	-3.1	13.0	-4.8	-10.3
Cc1sc2nc(CN3CCOCC3)nc(Oc3ccc(NC(=O)c4ccco4)cc3)c2c1C	-2.2	0.4	-2.1	6.1	20.4	-2.9	-8.0	-2.9
CCCCc1ccc(NC(=O)NCc2ccccn2)cc1	-0.7	1.1	3.6	-4.6	-19.2	-0.7	3.2	7.7
CCOc1ccc(-c2nn(-c3ccccc3)cc2/C=C2\SC(=S)N(Cc3ccco3)C2=O)cc1	3.5	-1.0	1.5	7.1	5.3	-7.9	10.4	-2.6
CC(=O)NCC(=O)OCC(=O)c1ccccc1	3.0	0.8	-2.2	-2.9	-10.9	-2.3	-3.5	-4.0
CNC(=O)COC(=O)c1ccc(NC(=O)CC#N)cc1	2.1	-0.3	-1.4	4.3	2.5	3.6	-0.5	-2.3
CC(=O)Nc1ccc(NC(=O)COc2ccc(Cl)cc2Cl)cc1	3.3	1.3	0.6	-7.1	2.9	-9.9	-3.2	-5.9
O=C(CNC(=O)c1ccc2c(c1)OCCO2)N/N=C/c1cccc(Br)c1	-0.9	2.8	-1.0	-0.7	-5.7	1.4	1.1	-7.0
Cc1cccc(CNc2ccc(S(=O)(=O)N3CCCCC3)cc2)c1	-1.7	0.2	-4.5	30.5	-16.4	2.0	5.6	-9.5
Cc1ccc(NS(=O)(=O)c2cn(C)cn2)cc1	0.3	-0.7	-4.7	-0.1	1.4	-11.8	0.0	-4.1
Cn1c(COc2ccccc2)nnc1SCC(=O)Nc1nnc(C2CC2)s1	0.1	-0.9	nt	-3.0	-2.4	2.4	-13.1	nt
CCN(CC)S(=O)(=O)c1cccc(NC(=O)COC(=O)C2CC3C=CC2C3)c1 (centres undefined)	-2.0	20.2	2.9	0.4	9.9	-14.6	-7.9	-0.6
CC(C)Cc1nnc(NC(=O)CSc2nc(=O)cc(N)n2-c2ccccc2)s1	1.4	1.6	-4.7	-10.5	11.2	3.4	14.6	-4.4
COc1ccc(CCCc2n[nH]c(=S)o2)c(C)c1	1.8	2.6	-4.9	-10.3	0.2	2.4	-17.1	0.2
Cc1cccc2cc(C#N)c(SCC(=O)N3CCC(C)CC3)nc12	-9.6	-1.6	-3.7	16.6	3.8	-2.8	6.9	-8.8
O=C(CSCc1ccc(Cl)cc1)NN=C1CCCCCC1	0.9	0.5	-1.1	-7.1	-4.0	-7.5	3.0	-9.7
Cc1ccc2c(c1)c(=O)c(Br)c(C)n2Cc1ccccc1	1.2	1.7	30.4	-0.5	6.2	3.8	8.4	7.7
C/C=C/Cn1cccc(C(=O)Nc2ccc(OC)cc2)c1=O	-0.5	0.2	1.6	-13.6	-0.2	2.5	3.5	-2.8
Cc1ccc(C(=O)O)cc1NS(=O)(=O)c1ccc2c(c1)oc(=O)n2C	-4.5	-1.6	1.0	-15.3	-0.6	3.5	3.6	-0.3
O=C(COC(=O)/C=C/c1cccc(C(F)(F)F)c1)NC(c1ccccc1)c1ccccc1	-6.6	-0.7	3.1	31.9	1.3	-2.2	13.2	-6.5
COc1ccc(NS(=O)(=O)c2cc(NC(=O)C3=NN(c4ccccc4)C(=O)CC3)ccc2C)cc1	-5.3	0.9	nt	2.9	-0.4	-8.2	13.4	nt
CN1CCN(C(=S)c2cn(CCOc3ccccc3)c3ccccc23)CC1	2.0	1.8	-6.9	-16.4	1.3	11.5	9.2	-11.6
COc1ccccc1CCNC(=O)C1CCC(=O)N(C2CCCCCC2)C1 (centres undefined)	5.5	2.9	0.6	2.3	-4.6	-9.0	13.0	-4.5
CCOc1cc(/C=N/NC(=O)c2cccnc2)ccc1O	-4.2	0.0	0.3	5.9	1.8	-5.9	1.4	0.2
O=C(NCc1cccc(Cl)c1)NC(=O)c1csc([N+](=O)[O-])c1	-1.4	4.6	-1.8	-9.1	5.3	8.3	-9.1	-5.6
COc1cc(/C=N/Nc2ccc(Cl)c(C(=O)O)c2)ccc1OC(=O)c1cccs1	-7.4	0.3	-5.7	-14.3	-19.5	0.1	7.5	19.8
O=C1NC2(CCCCC2)C(=O)N1/N=C/c1ccccc1Br	3.5	0.0	2.0	2.4	-51.7	2.4	1.3	-0.7
COc1ccccc1Nc1nnc(SCC(=O)NC2CC2)s1	-0.9	-0.6	3.2	4.2	-7.7	3.6	-4.2	-5.4
C[C@H](CO)N1C[C@H](C)[C@@H](CN(C)C(=O)Nc2ccccc2)Oc2c(NS(=O)(=O)c3cccs3)cccc2C1=O	-2.0	0.3	-2.3	1.1	-7.1	7.9	5.3	-6.2
O=C(Oc1ccc(N(C(=O)c2ccncc2)S(=O)(=O)c2cccs2)cc1)c1ccncc1	-0.9	-3.7	5.0	-8.8	1.4	-9.3	6.7	-0.4
CC(C#N)Sc1ncnc2sc3c(c12)CCC3 (centres undefined)	-2.5	-0.6	-3.6	-12.7	0.9	1.7	2.1	-9.2
COc1ccc(N2CC(C)Cn3c2nc2c3c(=O)[nH]c(=O)n2C)cc1 (centres undefined)	0.1	-3.9	2.1	-1.3	-38.2	-2.4	0.8	-1.1
CC(C)c1[nH]nc2c1C(c1cccc(OC(=O)N3CCOCC3)c1)C(C#N)=C(N)O2 (centres undefined)	-0.8	-2.2	-1.4	-10.1	14.0	-14.6	-7.1	-11.8
O=C(O)c1ccc(N/N=C/c2ccc(-c3cccc(Cl)c3)o2)cc1	-7.1	4.8	4.0	3.7	-85.6	-5.2	4.4	-2.9
CCC(=O)Nc1ccc(C(=O)Nc2cccc(OC)c2)cc1	3.9	-1.4	2.9	20.5	-24.0	-8.6	-9.1	-2.5
O=C(CSc1ccc2nnc(CCNC(=O)c3ccccc3)n2n1)NCc1ccc(F)cc1	0.7	1.3	0.9	2.5	3.0	10.0	5.2	0.6
COc1ccc(CN(C)CC(=O)Nc2ccccc2-c2ccccc2)c(OC)c1	-2.0	-1.3	-1.5	19.2	21.7	4.6	20.5	-2.7
CC(C)NC(=O)c1ccc(-c2ccccc2C(F)(F)F)o1	0.8	2.0	-0.6	-16.3	-29.9	-5.0	16.8	-3.1
Cc1ccc(C(=O)O/N=C/c2c(C)nn(C)c2Cl)cc1	0.1	-0.2	-1.8	-2.4	-6.8	8.7	11.7	-9.4
COc1ccc(N2CCN(C(=O)C(NC(=O)c3c(F)cccc3F)C(C)C)CC2)cc1 (centres undefined)	-1.0	-1.3	-4.0	-5.9	0.8	-4.0	0.5	-6.7
CC(=O)N/C(=C/c1ccc([N+](=O)[O-])cc1)C(=O)O	-2.7	0.3	1.5	-6.1	-7.6	2.0	1.2	-4.1
CCOC(=O)C(=O)c1cn(C2OCC(OC(C)=O)C(OC(C)=O)C2OC(C)=O)c2ccccc12 (centres undefined)	-7.0	-2.5	-5.5	-10.5	-2.8	3.1	23.0	-8.8
Cn1c(N)c(C(=O)COC(=O)Cc2ccc(Cl)cc2)c(=O)n(C)c1=O	3.3	-1.3	-3.1	-0.8	-10.6	-8.5	8.3	-6.3

A draw from above in order of molecular weight, highest first:
SMILES	NR3A LBD binder	MPTP block	A3A deaminase	EBI2 antag	Gli-Sufu block	CXCR6 inh	CCR6 antag	A3G deaminase
O=C(CSc1ccc2nnc(CCNC(=O)c3ccccc3)n2n1)NCc1ccc(F)cc1	0.7	1.3	0.9	2.5	3.0	10.0	5.2	0.6
COc1ccc(CN(C)CC(=O)Nc2ccccc2-c2ccccc2)c(OC)c1	-2.0	-1.3	-1.5	19.2	21.7	4.6	20.5	-2.7
COc1ccc(N2CC(C)Cn3c2nc2c3c(=O)[nH]c(=O)n2C)cc1 (centres undefined)	0.1	-3.9	2.1	-1.3	-38.2	-2.4	0.8	-1.1
Cc1ccc(C(=O)O/N=C/c2c(C)nn(C)c2Cl)cc1	0.1	-0.2	-1.8	-2.4	-6.8	8.7	11.7	-9.4

Continued.
SMILES	NR3A LBD binder	MPTP block	A3A deaminase	EBI2 antag	Gli-Sufu block	CXCR6 inh	CCR6 antag	A3G deaminase
Nc1nnc(Sc2ccc(Cl)cc2[N+](=O)[O-])s1	-1.8	-0.5	1.3	2.4	5.6	-13.1	-2.4	-2.2
C(=C\c1ccccc1)/CNCC1CCCO1 (centres undefined)	0.8	-5.4	-1.9	-6.5	19.4	0.6	-0.4	-5.9
O=C(Cn1c(=O)oc2cc(S(=O)(=O)N3CCCCC3)ccc21)N1CCCCC1	0.7	-0.4	-1.8	-16.2	3.7	-12.1	3.9	-3.8
CSCCC(NC(=O)c1ccc([N+](=O)[O-])cc1Cl)C(=O)OCC(=O)NC(=O)CN1CCCC1=O (centres undefined)	-1.4	-1.9	3.7	-5.8	-19.5	-11.7	-12.7	0.8
Cn1cc(CNC(=O)c2ccc(OC3CCN(Cc4ccccn4)CC3)cc2)cn1	2.6	-0.7	-2.0	-4.2	14.8	-8.6	-2.4	-1.9
CCCc1nc(-c2ccc(-c3ccc(F)cc3)cc2)no1	1.0	2.2	3.1	4.5	-65.4	-5.4	-1.0	-3.7
CC(CCc1ccccc1)NC(=O)COc1cc(F)ccc1[N+](=O)[O-] (centres undefined)	0.8	0.0	-1.6	-7.3	-18.2	-1.3	-3.0	-0.5
CC1(NC(=O)C23CC4CC(CC(C4)C2)C3)CCS(=O)(=O)C1 (centres undefined)	1.2	0.8	-0.5	9.8	2.1	-12.4	-6.8	-0.8
Cn1nnnc1Sc1ncnc2scc(-c3ccsc3)c12	0.7	-0.3	-4.6	-33.2	37.1	-0.2	15.5	-12.8
COC(=O)COc1ccc(/C=C2\SC(=O)N(CC(=O)Nc3ccccc3F)C2=O)cc1	-0.2	1.1	-1.3	1.6	-25.1	-1.1	1.9	-4.7
CC12CCC(C(=O)N3CCCCC3)(CC1=O)C2(C)C (centres undefined)	0.2	0.7	0.2	-8.7	-4.1	7.0	-13.6	5.9
COc1ccc(C(=O)c2sc3nc(-c4ccccc4)ccc3c2N)cc1OC	6.3	-1.4	-1.2	35.5	7.1	2.4	0.0	-8.4
COc1cc(CO)c(Br)cc1OCC(=O)Nc1ccccc1C	-3.3	-1.1	-3.7	-3.2	-13.9	-4.9	2.7	-6.5
COc1ccc([N+](=O)[O-])cc1NC(=O)Nc1ccc(OC)c(OC)c1	-6.1	0.3	-1.6	1.2	4.3	3.0	15.2	-7.6
CCCCn1c(N)c(N(CCOC)C(=O)c2cc(-c3ccc(C)cc3)nc3ccccc23)c(=O)[nH]c1=O	-1.9	-1.7	3.1	-7.1	20.0	-0.1	1.5	-4.7
Cc1cccc(-n2ccnc2SCC(=O)Nc2cc(C)on2)c1	2.2	-4.9	-5.6	-10.1	-2.8	-4.6	3.0	-5.0
Cc1c(NC(=O)C(C)OC(=O)c2cccnc2)c(=O)n(-c2ccccc2)n1C (centres undefined)	-2.8	-0.3	-0.2	-4.9	0.5	10.0	15.1	-1.1
C/C(=N/NC(=O)c1ccc(Br)s1)c1ccncc1	0.9	0.0	-1.7	-1.6	-17.9	-4.5	-5.2	-0.2
CN(CCOc1ccc(Br)cc1)C(=O)CNC(=O)c1ccc2ccccc2c1	-11.8	-2.7	-0.7	13.3	14.9	-3.4	-0.7	-4.5

Random draw from the library; 5.8% or so of the library scored in one or more.
